# Scp-1 inhibitor: Scp-1 phosphatase inhibitors, primary screen, biochemical, colorimetric, uHTS; Carboxy-terminal domain RNA polymerase II polypeptide A small phosphatase 1 (Homo …; Recombinant Scp1, phosphopeptide, malachite green phosphate absorbance; inhibition, % at 20 µM; actives 0.88% (n = 340,000); AID 493091, 2011;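 active means inhibition above about 50% at 20 µM, limit read from the data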;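 further: plate controls were DMSO wells with enzyme for no effect and wells lacking enzyme for full effect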
# Target sequence (Q9GZU7 76-261 limits assumed): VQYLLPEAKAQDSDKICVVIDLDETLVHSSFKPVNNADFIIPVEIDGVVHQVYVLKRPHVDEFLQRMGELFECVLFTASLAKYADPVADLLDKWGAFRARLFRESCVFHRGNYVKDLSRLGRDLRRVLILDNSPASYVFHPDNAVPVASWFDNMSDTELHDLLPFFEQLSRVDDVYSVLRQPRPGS
#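 assay system = SCP-1 phosphatase catalytic domain, residues 76-261 | buffer or medium = 50 mM Tris acetate pH 5.5, 0.005% Tween-20, 10 mM MgCl2 | incubation = enzyme reaction 45 min at room temperature, colour 5 min, stabilisation 30 min | signal = Phosphate-binding colour reagent, absorbance read at 630 nm | measure = % inhibition at 20 µM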
# DNMT1 inh: human DNMT1 methyltransferase inhibitors, primary screen, biochemical, molecular beacon, fluorescence, HinP1I cleavage, uHTS. DNA (cytosine-5)-methyltransferase 1 (Homo sapiens), P26358. inhibition (reported as % activation of signal), % at 10 µM. actives 0.83% (n = 360,000); in the data active means inhibition above about 50%
# NadD block: inhibitors of S. aureus NadD, primary screen, biochemical, colorimetric, uHTS. purified NadD enzyme, colorimetric absorbance read-out. inhibition, % at 20 µM. actives 0.78% (n = 360,000). AID 602399, 2012; in the data active means inhibition above about 26%; further: some compounds past the cut are filed as inactive
# Neddyl block: inhibitors of cullin neddylation, primary screen, biochemical, TR-FRET, uHTS, NAE and Ubc12 | NEDD8-conjugating enzyme Ubc12 (Homo sapiens) + NEDD8-activating enzyme E1 regulatory … | calls only at 25 µM | actives 0.58% (n = 360,000) | AID 651699, 2012; in the data active means inhibition above about 36%
# SUMO1 PPI mod: modulators of SUMO1 protein-protein interactions, primary screen, biochemical, uHTS. inhibition, % at 20 µM. actives 0.33% (n = 360,000). SUMO1 binding to a labelled peptide, TR-FRET, 1 h. AID 602429, 2012; in the data active means inhibition above about 37%
# Target sequence (P63165 whole entry, looked up): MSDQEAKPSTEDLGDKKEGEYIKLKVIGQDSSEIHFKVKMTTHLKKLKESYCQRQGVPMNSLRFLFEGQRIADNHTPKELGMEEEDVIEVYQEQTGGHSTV
# CSN inh: inhibitors of CSN-mediated cullin deneddylation, primary screen, biochemical, fluorescence polarization, uHTS | Purified CSN, SCF-Nedd8-OG deneddylation | inhibition, % at 12.5 µM | actives 0.38% (n = 360,000) | AID 651999, 2013;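 active means pattern-corrected inhibition above about 35%, with an unprinted fluorescence ratio check between 0.5 and 1.5, limit read from the data, passing the limit was not always enough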;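 further: 0% = enzyme with substrate and 100% = substrate without enzyme; some results filed as inactive read as strong as hits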
# Target sequence (Q92905 whole entry, looked up, one chain of several): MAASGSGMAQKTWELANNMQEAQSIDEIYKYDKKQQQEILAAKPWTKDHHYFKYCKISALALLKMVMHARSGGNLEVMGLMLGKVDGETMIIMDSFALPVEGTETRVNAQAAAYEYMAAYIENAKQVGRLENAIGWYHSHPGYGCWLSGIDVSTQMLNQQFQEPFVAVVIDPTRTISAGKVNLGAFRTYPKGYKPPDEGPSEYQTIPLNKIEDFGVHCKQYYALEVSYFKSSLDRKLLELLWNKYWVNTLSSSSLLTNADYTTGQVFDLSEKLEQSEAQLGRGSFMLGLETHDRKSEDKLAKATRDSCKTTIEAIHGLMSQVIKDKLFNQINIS
#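 Assay system: purified human Csn5 enzyme expressed in HEK293T cells; Input: 0.24 nM Csn5 enzyme, final concentration; Reagent: 10 nM SCFSkp2-Nedd8OG; Compound dosing: 12.5 µM single point; Times: reaction 90 min, room temperature; Technique: fluorescence polarization readout.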
# Rpn11 block: Rpn11 (PSMD14) deubiquitinase inhibitors, primary screen, biochemical, fluorescence polarization, uHTS. 26S proteasome non-ATPase regulatory subunit 14 (Homo sapiens), O00487. human 26S proteasome, Ub4-pepOG fluorescence polarization; 20S core pre-blocked with epoxomicin. calls only at 20 µM. actives 0.59% (n = 360,000);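 active means inhibition at 20 µM, scaled to each plate's controls, above about 33%, limit read from the data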
# Target sequence (O00487 whole entry, looked up): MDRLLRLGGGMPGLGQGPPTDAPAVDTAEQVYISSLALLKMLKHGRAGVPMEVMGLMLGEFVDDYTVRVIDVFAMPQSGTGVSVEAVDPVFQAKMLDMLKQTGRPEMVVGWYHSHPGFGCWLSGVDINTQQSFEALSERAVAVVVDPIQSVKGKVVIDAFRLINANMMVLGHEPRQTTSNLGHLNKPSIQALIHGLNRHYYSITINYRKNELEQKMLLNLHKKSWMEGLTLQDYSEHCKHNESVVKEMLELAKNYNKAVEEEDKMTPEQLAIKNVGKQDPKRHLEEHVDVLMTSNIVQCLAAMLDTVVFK
# LMPTP inh: LMPTP phosphatase inhibitors, primary screen, biochemical, fluorescence intensity, uHTS; Low molecular weight phosphotyrosine protein phosphatase (Homo sapiens), P24666; recombinant LMPTP-A, OMFP fluorogenic substrate; inhibition, % at 20 µM; actives 0.22% (n = 360,000); AID 651560, 2012;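 active means compounds that cut the enzyme signal by at least half of the control window in the single-dose screen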;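 further: plate controls were DMSO wells with enzyme plus substrate for no effect and substrate without enzyme for full effect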
#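 Material: LMPTP-A; amount: 0.625 nM enzyme; doses: single 20 µM dose; times: reaction 50 min, room temperature, dark; technique: fluorescence intensity of OMFP turnover product; benchmarks: no-enzyme and uninhibited controls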
# STEP inh: STEP phosphatase inhibitors, primary screen, biochemical, fluorescence intensity, uHTS; recombinant STEP, OMFP fluorogenic substrate; inhibition, % at 20 µM; actives 0.25% (n = 360,000); AID 588621, 2011;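 active means inhibition at 20 µM, scaled per plate between control wells, above about 37%, limit read from the data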;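 further: 0% = DMSO with enzyme and substrate and 100% = substrate only without enzyme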
#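 Material: STEP (striatal-enriched tyrosine phosphatase) enzyme, cell-free; Compound dosing: 20 µM single dose in 1% DMSO; Technique: fluorescence read at 480 nm ex / 540 nm em; Times: reaction 20 min, ambient temperature; Medium: 50 mM Bis-Tris pH 6.0 with 2.5 mM DTT and 0.005% Tween 20; Also added: OMFP at 25 µM.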
# Rin1-Abl PPI inh: inhibitors of Rin1-Abl protein binding, primary screen, biochemical, TR-FRET; Tyrosine-protein kinase ABL1 (Homo sapiens) + Ras and Rab interactor 1 (Homo sapiens), …; inhibition, % at 7.35 µM; actives 0.4% (n = 360,000); AID 588664, 2011; in the data active means inhibition above about 5%, passing the limit was not always enough
# The depositor's hits bear a star; i = inactive; x = not tested or not shown.
[1] CCOC(=O)N1CCN(C(=O)CCc2c(C)nc3nc(C)nn3c2C)CC1
[2] C/C=C/c1ccc(OCC(=O)NNC(=O)CN(C)S(=O)(=O)c2ccc(C)cc2)c(OC)c1
[3] COc1ccc(-c2cc(CCCC(=O)NCCc3cc(OC)ccc3OC)no2)cc1
[4] CC(C)c1ccc(N2C(=O)CC(Sc3ncn[nH]3)C2=O)cc1 (configuration not stated)
[5] Cc1ccc(NC2=NC(c3ccccc3)n3c(nc(C)cc3=O)N2)c(C)c1 (configuration not stated)
[6] Cn1c(-c2ccc3c(c2)OCO3)cnc1NCc1cccc(Cl)c1
[7] Cc1cc(C=C2C(=O)c3ccccc3C2=O)c(C)n1-c1ccc(Cl)cc1
[8] CN[C@H]1C[C@H]2c3[nH]c4ccc(-c5cccc(C)c5)cc4c3CCN2C[C@H]1[C@H](C)O
[9] CC1=C(c2ccc(C)cc2)S(=O)(=O)N(CC(=O)O)C1=O
[10] CCCCN(C(=O)C1CCC1)c1c(N)n(CC(C)C)c(=O)[nH]c1=O

entry no.,1,2,3,4,5,6,7,8,9,10
Scp-1 inhibitor,0,-6,-11,-5,-6,-8,-11,x,-3,2
DNMT1 inh,1,-6,-9,6,0,-2,2,-44,2,0
NadD block,-3,-5,-7,-2,-2,-3,-5,10,5,-2
Neddyl block,i,i,i,i,i,i,i,i,i,i
SUMO1 PPI mod,-1,0,2,-1,-5,0,-5,-134,-4,0
CSN inh,1,-2,0,-6,-3,7,1,6,1,1
Rpn11 block,i,i,i,i,i,i,x,i,i,i
LMPTP inh,-0.5,0.8,1.4,-2.6,-0.2,-0.3,2.2,-4.2,0.0,0.4
STEP inh,0,-1,2,-4,-1,-1,-7,8,5,-2
Rin1-Abl PPI inh,-1,1,2,-2,0,1,3,2,-1,2

[11] O=C(Cn1c(=O)oc2cc(S(=O)(=O)N3CCCC3)ccc21)N1CCN(C2CCCCC2)CC1
[12] CSCCC(NC(=O)c1ccc(Cl)cc1)C(=O)OCC(=O)Nc1cc(Cl)ccc1C (configuration not stated)
[13] CC(=O)c1c(C)[nH]c(C(=O)Nc2ccccc2N2CCOCC2)c1C
[14] Cc1ccc(C(=O)Nc2sc(C)c(-c3ccccc3)c2C(N)=O)cc1[N+](=O)[O-]
[15] COc1cc(OC)cc(C(=O)Nc2cc(C)on2)c1
[16] O=C(CN1C(=O)NC2(CCCC2)C1=O)c1ccc(Cl)s1
[17] CCCC(=O)c1ccc(-c2ccccc2)cc1
[18] CN1CCN(NC(=O)c2cc(-c3cccc(Cl)c3)nc3ccccc23)CC1
[19] Cc1ccc(N(CCC#N)C(=O)CSc2ccc3c(c2)OCCO3)cc1
[20] C#Cc1ccc([C@H]2C=C(C(=O)OCC=C)O[C@@H](OCc3ccc(CO)cc3)C2)cc1

entry no.,11,12,13,14,15,16,17,18,19,20
Scp-1 inhibitor,-10,-4,6,-10,-4,-8,-17,-17,-6,-4
DNMT1 inh,0,-7,3,-2,0,-1,-2,2,2,9
NadD block,-2,8,1,10,-9,0,-7,-12,-3,16
Neddyl block,i,i,i,i,i,i,i,i,i,i
SUMO1 PPI mod,-4,0,-8,0,-1,0,0,-8,-1,2
CSN inh,3,-1,-2,1,-6,-2,-1,1,0,8
Rpn11 block,i,i,i,i,i,i,i,i,i,i
LMPTP inh,-1.0,1.0,0.5,1.5,0.9,0.0,1.2,-1.6,-1.1,2.2
STEP inh,8,-5,2,12,-2,3,-6,-2,0,0
Rin1-Abl PPI inh,3,2,4.7*,2,4,-2,-4,-1,4,4

[21] COc1cc(C(CCN2CCN(c3ccccc3)CC2)c2c(OC)cc(OC)c3ccc(=O)oc23)cc(OC)c1OC (configuration not stated)
[22] CC(C)C[C@H](NC(=O)c1[nH]cnc1C(=O)N[C@H](C)c1ccccc1)C(=O)OC(C)(C)C
[23] Nc1n[nH]c2ccccc12
[24] CC(=O)Nc1ccc(S(=O)(=O)NCC(=O)NCCc2ccc(S(N)(=O)=O)cc2)cc1
[25] NC(=NCc1ccco1)NC(=O)c1ccc(Cl)cc1
[26] COc1ccccc1CNC(=O)C1CC(c2ccccc2[N+](=O)[O-])=NO1 (configuration not stated)
[27] COC(=O)c1ccc(OC(=O)CCN2c3ccccc3Sc3ccccc32)cc1
[28] O=C(COC(=O)CNS(=O)(=O)c1ccc(F)c(F)c1F)NCCc1ccccc1
[29] FC(F)(F)c1cccc(N2CCN(CC3CC=CCC3)CC2)c1 (configuration not stated)
[30] CC(=O)Nc1ccc(CN2CCN(CCC(C)C)C(CCO)C2)cc1 (configuration not stated)

entry no.,21,22,23,24,25,26,27,28,29,30
Scp-1 inhibitor,2,-3,-1,-3,-7,-1,-12,-2,3,44
DNMT1 inh,-6,-24,1,-1,2,1,9,-3,-2,1
NadD block,4,3,-2,-1,-1,1,-1,-1,-5,-4
Neddyl block,i,i,i,i,i,i,i,i,i,i
SUMO1 PPI mod,-6,3,0,-1,-3,-22,-1,-1,0,3
CSN inh,-1,2,0,-2,3,-2,2,0,0,-5
Rpn11 block,i,i,i,i,i,i,i,i,i,i
LMPTP inh,0.9,3.0,-1.4,-0.1,0.5,-0.5,3.4,0.8,-2.6,-1.2
STEP inh,1,-1,-2,8,-2,-3,3,-3,4,-4
Rin1-Abl PPI inh,0,0,5,0,1,2,-2,-4,0,7

[31] O=C(Nc1cccc(-c2csc(Nc3ccc(Cl)cc3)n2)c1)c1ccccc1
[32] CCCc1cc(=O)[nH]c(SCc2cc(=O)oc3c(C)c(C)ccc23)n1
[33] Cc1ccc2nc(SCC(=O)N3CCN(C(=O)c4ccco4)CC3)[nH]c2c1
[34] COc1ccc(OCC(=O)Nc2ncc3c(n2)CC(C)(C)CC3=O)cc1
[35] CCSc1nnc(NC(=O)COc2cccc3ccccc23)s1
[36] CCOc1ccc(S(=O)(=O)NN=C2CCN(C(C)=O)CC2)cc1
[37] Cc1cc(C(=O)N2CCCC(C(=O)c3cccc(C(F)(F)F)c3)C2)nc(C)n1 (configuration not stated)
[38] CCCn1c(N)c(C(=O)COC(=O)c2cccc(S(=O)(=O)N3CCOCC3)c2)c(=O)[nH]c1=O
[39] CN(C)C=NC(=O)/C(C#N)=C/c1ccccc1
[40] O=S(=O)(NCc1ccc2c(c1)OCO2)c1cccc2cccnc12

entry no.,31,32,33,34,35,36,37,38,39,40
Scp-1 inhibitor,4,-2,3,-8,-12,-6,-7,-6,-3,-2
DNMT1 inh,-32,5,-5,-5,16,1,2,3,2,6
NadD block,3,0,10,-2,5,-5,0,-6,1,-3
Neddyl block,i,i,i,i,i,i,i,i,i,i
SUMO1 PPI mod,-3,5,2,-10,4,-3,2,1,-8,4
CSN inh,-2,1,2,-4,0,2,-10,0,1,5
Rpn11 block,i,i,i,i,i,i,i,i,i,i
LMPTP inh,9.7,0.1,-1.3,0.0,-1.4,-2.8,-0.4,0.0,-1.3,-0.1
STEP inh,-3,3,0,0,0,2,0,-2,0,-6
Rin1-Abl PPI inh,-1,-1,-2,-3,0,-2,4,1,0,2

# Entries of single compounds as entered above.
# CCCn1c(N)c(C(=O)COC(=O)c2cccc(S(=O)(=O)N3CCOCC3)c2)c(=O)[nH]c1=O across the screens: Scp-1 inhibitor: -6; DNMT1 inh: 3; NadD block: -6; Neddyl block: i; SUMO1 PPI mod: 1; CSN inh: 0; Rpn11 block: i; LMPTP inh: 0.0; STEP inh: -2; Rin1-Abl PPI inh: 1
# Cc1ccc2nc(SCC(=O)N3CCN(C(=O)c4ccco4)CC3)[nH]c2c1 across the screens: Scp-1 inhibitor: 3; DNMT1 inh: -5; NadD block: 10; Neddyl block: i; SUMO1 PPI mod: 2; CSN inh: 2; Rpn11 block: i; LMPTP inh: -1.3; STEP inh: 0; Rin1-Abl PPI inh: -2

# Following part:
[41] CCCCCCCCOc1ccc(C(=O)O)cc1
[42] CC1CCc2nn(CC(=O)NCCC3=CCCCC3)cc2C1 (configuration not stated)
[43] Cc1ccc(N2CC(C(=O)Nc3nnc(SCc4cccnc4)s3)CC2=O)cc1 (configuration not stated)
[44] CC1CC(C)CN(S(=O)(=O)c2cccc3nonc23)C1 (configuration not stated)
[45] Cc1ccc(NC(=O)CCn2c(=O)oc3ccccc32)cc1
[46] O=C(c1ccco1)N1CCN(C(=O)c2cnn3cccnc23)CC1
[47] Cc1cc(C)c(N)cc1C
[48] c1cn2c(NC3CCCC3)c(-c3ccc(N4CCOCC4)cc3)nc2cn1
[49] COc1cc(OC)cc(C(=O)NCC(=O)NCC(c2ccco2)N2CCCCC2)c1 (configuration not stated)
[50] O=C(CCSc1ccccc1)NC(=O)COC(=O)c1ccc(OC(F)F)cc1
[51] CCOC(=O)c1c(C)[nH]c(C(=O)CN2C(=O)NC3(CCCC3)C2=O)c1C

entry no.,41,42,43,44,45,46,47,48,49,50,51
Scp-1 inhibitor,-3,-4,-1,-2,2,-9,-6,-15,-5,-6,-14
DNMT1 inh,0,0,-3,4,3,2,-3,-2,5,-1,3
NadD block,2,-3,5,-8,-2,1,-1,-1,-4,-5,-2
Neddyl block,i,x,i,i,i,i,i,x,i,i,i
SUMO1 PPI mod,1,3,1,-24,1,-6,2,-19,2,1,1
CSN inh,-1,-8,-4,0,8,-4,2,-1,-1,4,-3
Rpn11 block,i,i,i,i,i,i,i,i,i,i,i
LMPTP inh,0.5,-0.2,0.8,0.3,0.1,-0.3,-1.8,-0.7,-0.9,0.6,-1.0
STEP inh,0,1,6,1,0,-4,0,0,-2,1,0
Rin1-Abl PPI inh,0,2,-2,5,5,0,0,-6,-2,2,-2

# 3 compounds picked at random from those above, as already listed:
[30] CC(=O)Nc1ccc(CN2CCN(CCC(C)C)C(CCO)C2)cc1 (configuration not stated)
[2] C/C=C/c1ccc(OCC(=O)NNC(=O)CN(C)S(=O)(=O)c2ccc(C)cc2)c(OC)c1
[23] Nc1n[nH]c2ccccc12

entry no.,30,2,23
Scp-1 inhibitor,44,-6,-1
DNMT1 inh,1,-6,1
NadD block,-4,-5,-2
Neddyl block,i,i,i
SUMO1 PPI mod,3,0,0
CSN inh,-5,-2,0
Rpn11 block,i,i,i
LMPTP inh,-1.2,0.8,-1.4
STEP inh,-4,-1,-2
Rin1-Abl PPI inh,7,1,5

# Bioassay records as filed in PubChem.
